# GAA850 FXN act – increases GAA850 frataxin promoter reporter activity. HEK293 lucGAA850 FXN promoter luciferase reporter, 24 h; percent of 10 µM SAHA response. 0.56% of 360,000 active. activation, % at 6 µM. AID 540364;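 active = activation above the average of all compounds screened plus 3 SD, cutoff fixed separately per campaign, cut at about 7.5% in these data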;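 also: 0% = DMSO wells and 100% = 10 µM SAHA wells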
# ssDAF12 agonist – S. stercoralis DAF-12 activation, primary screen | HEK293 ssDAF-12/GRIP1 lit1-tk-luc reporter, luminescence; % of 3 µM dafachronic acid response | activation, % at 6.8 µM | 1% of 370,000 active;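 active = activation above the mean over all tested compounds plus 3 SD, cut at about 0.9% in these data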;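 also: 0% = DMSO-only wells and 100% = 3 µM delta7-dafachronic acid wells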
# proKLK7 act – proKLK7 (human) activation, primary screen; P49862; purified proKLK7, EDANS-DABCYL substrate fluorescence; 100% is mature enzyme control, 0% vehicle; activation, % at 7 µM; 0.9% of 370,000 active; AID 652039;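 active = activation above the mean of all tested compounds plus 3 SD, computed per campaign excluding outliers beyond control limits, cut at about 13% in these data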
# Target sequence (P49862 whole entry, looked up): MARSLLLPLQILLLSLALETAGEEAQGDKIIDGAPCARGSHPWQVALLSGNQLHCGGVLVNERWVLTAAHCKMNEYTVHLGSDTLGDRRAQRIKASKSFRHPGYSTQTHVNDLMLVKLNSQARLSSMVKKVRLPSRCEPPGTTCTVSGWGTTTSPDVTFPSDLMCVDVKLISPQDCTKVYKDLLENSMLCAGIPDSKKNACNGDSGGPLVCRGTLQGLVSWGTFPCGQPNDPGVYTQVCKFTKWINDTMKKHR
# sPLA2-III inh – Inhibits HGIII-sPLA2 liposome hydrolysis, primary screen. Q9NZ20. QFRET BODIPY PC-A2 liposome hydrolysis, fluorescence. inhibition, % at 12.2 µM. 0.56% of 370,000 active. AID 743126;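 active = inhibition above mean plus 3 SD of compounds lying within the high and low control bounds, cut at about 19% in these data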;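 also: 0% = median of test compound wells and 100% = no enzyme DMSO wells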
# Target sequence (Q9NZ20 whole entry, looked up): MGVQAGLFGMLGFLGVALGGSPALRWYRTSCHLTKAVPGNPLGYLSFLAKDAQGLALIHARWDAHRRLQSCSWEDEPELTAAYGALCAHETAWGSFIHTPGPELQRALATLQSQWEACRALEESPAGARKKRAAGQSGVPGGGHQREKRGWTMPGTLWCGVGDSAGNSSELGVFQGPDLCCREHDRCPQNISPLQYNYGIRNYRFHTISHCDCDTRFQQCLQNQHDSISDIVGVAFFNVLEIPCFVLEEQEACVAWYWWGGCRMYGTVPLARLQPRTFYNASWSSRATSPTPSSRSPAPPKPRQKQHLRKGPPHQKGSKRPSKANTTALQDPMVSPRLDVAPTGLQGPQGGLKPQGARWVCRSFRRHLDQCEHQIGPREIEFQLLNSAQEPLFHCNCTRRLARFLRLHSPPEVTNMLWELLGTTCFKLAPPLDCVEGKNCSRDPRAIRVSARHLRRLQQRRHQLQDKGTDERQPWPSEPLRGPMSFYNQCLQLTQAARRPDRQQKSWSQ
# SMARCA2 activ – SMARCA2 function activation, primary screen; MG213 cells, MMTV-luciferase reporter, dexamethasone, overnight; activation, % at 9.1 µM; 1% of 370,000 active; AID 652017; in the data active = activation above about 7.8%;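 also: 0% = vehicle wells and 100% = reference activator wells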
# hgDAF-12 ag – activates the H. glycines DAF-12 receptor ligand-binding domain; activation, % at 6.8 µM; AID 687014; 1.8% of 370,000 active; HEK293 GAL4-hgDAF12 UAS-luciferase reporter, agonist luminescence; normalized to butyrate control;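 active = activation above a cutoff set at the mean of all screened compounds plus 3 SD, cut at about 10% in these data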;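 also: 0% = DMSO wells and 100% = sodium butyrate wells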
# GC-A act – GC-A (human) enzyme activation | HEK293 GC-A cells, cGMP TR-FRET, EC30 ANP; 0% at EC30 ANP, 100% saturating ANP | activation, % at 10 µM | 0.14% of 370,000 active; in the data active = activation above about 40%
# DAX1 inh-1 – inhibitors of DAX1 repression of SF-1 activated StAR promoter | HEK293T StAR-luciferase reporter, SF-1/DAX-1 repression relief | inhibition, % at 6.8 µM | 1.1% of 370,000 active | AID 652010;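 active = inhibition above the mean over all tested compounds plus 3 SD, cut at about 3.6% in these data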;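 also: 0% = DAX-1 cells with DMSO and 100% = cells lacking DAX-1 with DMSO; higher inhibition means more luminescence from relief of DAX-1 repression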
# GC-B act – GC-B (human) receptor activation; HEK293-GC-B cells, CNP EC30, cGMP TR-FRET; 0% at EC30 CNP, 100% saturating CNP; P20594; 0.11% of 370,000 active; activation, % at 10 µM;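 active = activation at 10 µM reaching about 35% in either raw or pattern-adjusted values, limit read from the data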
# DAX1 inh-2 – NR0B1 (DAX1) inhibition; AID 504766; 0.99% of 340,000 active; P51843; inhibition, % at 6.75 µM; HEK293 Gal4-DAX1 luciferase reporter, luminescence;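 active = inhibition above the mean over all tested compounds plus 3 SD, cut at about 4.2% in these data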;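 also: 0% = DAX1-transfected cells with DMSO and 100% = empty-vector control cells with DMSO; inhibition shows as a rise in luminescence from relieved DAX1 repression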
# Target sequence (P51843 207-470 limits assumed): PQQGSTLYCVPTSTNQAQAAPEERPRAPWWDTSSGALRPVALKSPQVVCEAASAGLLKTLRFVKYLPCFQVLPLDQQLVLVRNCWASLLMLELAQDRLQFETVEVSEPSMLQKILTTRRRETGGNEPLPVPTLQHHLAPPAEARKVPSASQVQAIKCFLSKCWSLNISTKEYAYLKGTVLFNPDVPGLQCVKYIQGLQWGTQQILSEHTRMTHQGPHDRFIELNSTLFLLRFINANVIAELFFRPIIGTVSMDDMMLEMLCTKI
# hcDAF12 agonist – H. contortus DAF-12 activation, primary screen. HEK293 hcDAF-12 lit1-tk-luc reporter, luminescence; 0% DMSO, 100% Δ7-dafachronic acid. activation, % at 6.8 µM. 1.4% of 370,000 active. AID 652067;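 active = activation above the mean of all tested compounds plus 3 SD, cut at about 5.5% in these data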;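 also: 100% = response to 3 µM Δ7-dafachronic acid high control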
# Active calls of the source: *; · = no result given. This is a random part of the collection. Share with any hit: about 6.7%.
SMILES,GAA850 FXN act,ssDAF12 agonist,proKLK7 act,sPLA2-III inh,SMARCA2 activ,hgDAF-12 ag,GC-A act,DAX1 inh-1,GC-B act,DAX1 inh-2,hcDAF12 agonist
Cc1ccc2oc(-c3ccc(NC(=O)c4cccnc4)cc3)nc2c1,3.9,-0.8,-3.1,-8,2,2.6,16,0.5,4,-1.3,-1.3
CCN(CC)C(=O)[C@H]1CC(CC(=O)NCCc2ccccn2)C(=O)N2CCc3c([nH]c4ccc(OC)cc34)[C@]12C (stereo not given in full),-1.3,-1.2,0.1,6,0,-0.7,-4,-0.4,-10,-0.5,-1.3
CC(C)c1ccc(NC(=S)N2CCN(C)CC2)cc1,0.7,-0.3,-0.7,6,5,2.2,5,1.5,-1,0.7,-1.4
O=[N+]([O-])c1ccc(S(=O)(=O)N2CCSC2c2ccco2)cc1 (stereo not given),-1.0,-1.2,0.1,8,-3,-2.2,0,-0.1,-4,0.1,0.0
CC(C)C[C@H]1CN(CCCC[C@H]2CNC(=O)C(=O)N2CCc2ccc(O)cc2)C(=O)C(=O)N1CCC1CCCCC1,·,-1.2,1.0,-25,0,-2.3,0,-0.2,5,·,0.5
O=C(O)C1CCCCC1C(=O)Nc1cccc2ccccc12 (stereo not given),0.0,-0.3,-6.3,4,1,0.8,0,-0.2,1,2.5,3.0
CCN(Cc1cnn(C)c1)C(=O)C1CCC(=O)N(CCc2ccc(OC)cc2)C1 (stereo not given),-0.2,-0.9,-0.3,4,3,1.6,-1,0.4,-5,2.4,-2.4
CCN(C(=O)CSc1nnc(-c2cccnc2)n1Cc1ccco1)c1ccccc1,·,0.1,-0.4,11,-5,0.0,-4,-0.3,-4,·,-2.1
CCOc1ccc(C(=O)NCC(=O)N2CCCC2)cc1,3.8,-1.0,-0.1,7,0,2.3,4,0.0,1,1.1,-0.8
CCN(CC)CCCNC(=O)c1ccc(OCC(=O)Nc2ccccc2C(F)(F)F)c(OC)c1,1.9,-1.3,-1.7,-4,-2,-0.5,-6,1.2,3,-1.0,-1.8
C#CCO[C@@H]1C[C@H](n2cnc3c(=O)[nH]c(NC(=O)C(C)C)nc32)O[C@@H]1CO,0.6,-0.9,-0.2,4,2,0.6,1,-0.2,6,0.8,-1.1
COc1ccc(C(=O)NC2CCN(CC(=O)NCc3cccc(OC)c3)CC2)cc1,2.2,-1.1,0.5,-2,1,-2.0,0,0.5,-14,0.8,-0.1
O=C(NC(NC(=S)Nc1ccc(Cl)cc1Cl)C(Cl)(Cl)Cl)c1cccc([N+](=O)[O-])c1 (stereo not given),-3.6,-1.4,0.3,-12,-3,-2.2,3,-0.7,-3,-0.3,-1.3
CCOc1ccc(CN(C)C(=O)NNC(=O)c2ccc(C)cc2)cc1OC,0.6,-0.5,0.5,3,3,-0.3,-3,-0.1,2,-0.5,-1.9
Fc1ccc(COc2cccc3cccnc23)cc1,5.6,-0.8,0.9,5,7,3.4,-6,0.5,-1,·,1.5
COc1cc(C(=O)NC2CC(C)CC(C)(C)C2)cc(OC)c1OC (stereo not given),0.8,-0.8,-0.8,1,-6,2.1,1,1.3,0,-0.7,-1.9
NNC(=O)c1cc2c(N3CCC(Cc4ccccc4)CC3)ncnc2s1,0.8,-1.6,-1.1,1,-3,0.4,3,-2.4,-5,-1.0,-1.0
COCCN1C(=O)C(CC(=O)Nc2ccc(C(=O)O)cc2)SC1=Nc1ccccc1 (stereo not given),1.8,-0.5,-0.2,5,0,0.1,3,0.0,2,0.2,-0.3
Cc1ccc(-c2nn(-c3ccccc3)cc2C(=O)N2CCN(C3CCS(=O)(=O)C3)CC2)cc1 (stereo not given),0.9,-1.4,0.6,0,0,-1.0,-2,-1.1,2,0.9,2.0
Cc1ccc(CN2CCN(C(=O)CCN3C(=O)c4ccccc4C3=O)CC2)cc1,-1.0,-1.6,-0.5,7,-1,-2.6,6,-0.3,5,0.5,1.2
C=CCNc1ncnc2c1[nH]c1ccc(Cl)cc12,4.4,-1.4,0.1,-5,-1,2.1,4,-1.8,-1,-3.8,-2.8
O=C(Nn1c(=O)[nH]c2ccsc2c1=O)c1ccccc1,2.7,-0.9,0.0,1,-1,-1.7,0,-0.6,6,0.6,-0.5
COc1ccc(C(=O)NCCCCCCNC(=O)c2ccc(OC)cc2)cc1,1.6,0.0,0.2,16,0,0.6,5,-0.2,1,0.5,0.8
Cc1cc(C)c(NC(=O)c2sc3nc4c(cc3c2N)C(=O)CC(C)(C)C4)c(C)c1,0.9,-1.2,0.2,10,-5,-1.8,0,-0.6,2,-0.7,-0.5
COc1cc(/C=N/NC(=O)c2ccncc2)ccc1OCC(=O)Nc1ccc(C)c(C)c1,0.2,-1.4,-8.7,-12,-2,-0.6,8,-0.1,1,0.5,-0.9
CCN1C(=NCCCOC(C)C)N[C@@H](CCc2ccccc2)[C@H](C(=O)NCCCOC(C)C)[C@H]1C,0.8,-1.7,0.5,-4,-2,2.3,-2,-0.8,2,-0.4,-0.8
COc1ccc(-n2c(O)c(/C=N/Nc3nc(C)cc(C)n3)c3ccccc3c2=O)cc1OC,-3.8,-1.7,1.9,-7,0,-2.5,1,0.3,2,-0.5,-1.7
Cc1ccc(C(=O)N[C@H](C(=O)N2CCN(c3ncccn3)CC2)C(C)C)cc1,-5.0,-1.2,0.4,0,-2,-0.5,2,-1.1,-4,1.4,-0.8
CCNC(=O)C1(C)CCN(Cc2ccc(C#N)cc2)C1 (stereo not given),-0.1,-1.1,-0.5,-1,-3,-0.5,2,-0.3,-1,·,0.3
CC(C)=CCN1CCN(Cc2cnc(N3CCCC3)s2)CC1CCO (stereo not given),-1.0,-1.3,-0.6,-1,0,-0.3,0,-0.1,-2,0.1,-0.2
O=C(CS(=O)(=O)c1cn(CC(=O)N2CCOCC2)c2ccccc12)NCc1ccc(F)cc1,0.0,-1.1,0.0,2,5,-2.0,3,1.7,1,0.5,0.2
CC(C)NC(=O)Cn1cc(C(=O)C(=O)N2CCOCC2)c2ccccc21,0.6,-0.7,0.7,9,-1,1.3,1,0.2,3,-0.2,-0.1
C=CCNC(=O)NC(=O)CN1C(=O)NC(c2ccccc2)(c2ccccc2)C1=O,1.1,-0.5,0.0,-9,-2,-0.7,-5,0.5,0,-0.9,-2.1
O=c1c(O)c(-c2cccs2)oc2ccc(Cl)cc12,0.2,-1.7,-7.5,-11,-1,1.9,15,0.2,-1,0.3,0.3
Cc1cc(C)c2nc(Nc3nc(CSc4nc5ccccc5[nH]4)cc(=O)[nH]3)nc(C)c2c1,3.6,-2.1,0.5,0,-3,-3.7,11,-0.2,-3,0.8,-2.2
COc1cc(/C=C2/SC(=O)NC2=O)ccc1OC(=O)c1ccco1,-0.8,-1.1,-0.2,-3,2,2.4,1,0.6,-2,0.9,-0.4
NS(=O)(=O)c1ccc(NC(=O)COC(=O)COc2ccccc2)cc1,-0.6,-1.1,-0.4,7,-2,1.6,-1,-0.3,1,0.3,-1.8
CCCN1CCN(C(=S)Nc2ccc([N+](=O)[O-])cc2)CC1,-0.4,0.3,-0.5,0,1,2.7,-1,0.7,3,-0.8,9.1*
COc1ccc(CN2C(=NC(=O)C3CCCCC3)SC3CS(=O)(=O)CC32)cc1 (stereo not given),-0.4,0.0,0.2,7,7,0.3,-8,0.8,-4,0.7,-0.5
O=C(C/C=N/OCc1ccc(F)cc1Cl)c1cnc(-c2ccccc2)s1,1.8,-0.4,-1.2,1,1,-1.5,4,0.1,-12,-0.7,0.1

# 3 entries drawn at random from those above, as already listed:
SMILES,GAA850 FXN act,ssDAF12 agonist,proKLK7 act,sPLA2-III inh,SMARCA2 activ,hgDAF-12 ag,GC-A act,DAX1 inh-1,GC-B act,DAX1 inh-2,hcDAF12 agonist
C=CCNC(=O)NC(=O)CN1C(=O)NC(c2ccccc2)(c2ccccc2)C1=O,1.1,-0.5,0.0,-9,-2,-0.7,-5,0.5,0,-0.9,-2.1
O=C(C/C=N/OCc1ccc(F)cc1Cl)c1cnc(-c2ccccc2)s1,1.8,-0.4,-1.2,1,1,-1.5,4,0.1,-12,-0.7,0.1
Cc1cc(C)c(NC(=O)c2sc3nc4c(cc3c2N)C(=O)CC(C)(C)C4)c(C)c1,0.9,-1.2,0.2,10,-5,-1.8,0,-0.6,2,-0.7,-0.5

# Continuation:
SMILES,GAA850 FXN act,ssDAF12 agonist,proKLK7 act,sPLA2-III inh,SMARCA2 activ,hgDAF-12 ag,GC-A act,DAX1 inh-1,GC-B act,DAX1 inh-2,hcDAF12 agonist
CCN1C[C@@H]2[C@@H]3C(=O)N(Cc4ccccc4)C(=O)[C@@H]3[C@](CC)(C1=O)N2C(=O)c1ccc(C(F)(F)F)cc1,-0.8,-0.6,-0.3,-5,-1,-3.4,-1,0.0,5,0.3,1.6
Cc1c(Cl)c([N+](=O)[O-])nn1CC(=O)NC12CC3CC(CC(C3)C1)C2,4.6,-0.7,1.0,8,-2,-0.7,-1,0.0,-7,-0.2,0.8
CN(C)c1ccc(C2Nc3ccccc3C(=O)N2NS(=O)(=O)c2ccccc2)cc1 (stereo not given),3.6,-0.6,4.9,-2,2,4.8,-5,0.8,3,-0.1,-0.8
CCCCCCCNC(=O)C1(CC2CC(c3cccc(Br)c3)=NO2)CCN(C(=O)CCCCCBr)CC1 (stereo not given),-0.9,-1.2,1.4,-35,-1,1.0,-5,-0.3,-7,-0.3,-1.2
CCN(CC(=O)Nc1ccc2c(c1)OCCO2)C(=O)/C=C/c1ccc([N+](=O)[O-])cc1,-0.6,-0.7,-0.6,2,1,0.1,1,-1.0,-1,-0.1,-1.2
CC1CCCCC1NC(=O)COCc1cc(-c2cccs2)on1 (stereo not given),-0.5,-1.4,-0.1,-2,1,-2.2,-1,-0.3,-1,0.4,-0.2
Cc1nc(NC(C)C(=O)O)c2nc(C)oc2n1 (stereo not given),-1.5,-1.4,-0.1,-3,1,0.3,2,-0.5,-2,0.5,-0.6
CCn1c(=O)c([N+](=O)[O-])c(NCC(O)c2ccccc2)c2ccccc21 (stereo not given),1.6,-1.3,0.5,10,-3,-0.5,-4,-1.0,-1,-0.5,-2.9
CC1CCCC(NC(=O)c2cc(S(=O)(=O)N3CCCCC3)c[nH]2)C1C (stereo not given),2.1,-1.2,0.0,2,-3,-3.0,2,0.7,5,·,-1.1
CCN(CC)CCn1c2c(c(SCC(=O)Nc3ccc(C)c(F)c3)nc1=O)CCC2,2.7,-1.1,-0.3,-6,-3,0.6,-1,-0.7,-8,0.1,-0.5
COc1ccccc1NC(=O)c1c(N=Cc2c(O)ccc3ccccc23)cnn1C,-0.4,-1.1,-0.2,11,-2,5.1,-7,-0.1,-1,1.6,-0.2
CCCN=C1N(CC)C[C@@H]2[C@@H]3C(=O)N(Cc4ccccc4)C(=O)[C@@H]3[C@](C)(C(=O)OC)N12,0.3,-1.0,0.3,5,-2,-0.6,0,-0.5,-7,0.0,-0.1
COCCN1C=C(C(=O)OC)C(c2cc(Br)c(OC)c(OC)c2)C(C(=O)OC)=C1,-2.1,-1.0,12,-1,1,0.4,-1,-0.2,-16,-1.3,-1.6
O=C(COC(=O)c1ccco1)Nc1cccc(Br)c1,1.3,-1.2,0.0,-9,-5,-0.1,1,0.8,1,-1.0,-0.5
Cc1nonc1OCCN1CCN(c2ccc([N+](=O)[O-])cc2)CC1,-0.1,-1.7,0.0,-4,-3,-2.4,0,-0.4,-3,-0.6,-1.2

# Source: PubChem BioAssay
